HTR5A inv ctr: counter-screen for OPRM1-OPRD1 inverse agonists: human HTR5A inverse agonism | P47898 | HTR5A cell line, luminescence | inhibition, % at 9.3 µM | hit rate 0.083% among 340,000; in the data active = inhibition mostly above about 23%, no sharp cut-off; inactive = mostly below about 18%;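 also: 0% = cells with DMSO and 100% = no-cell wells with DMSO; some compounds called inactive have numbers as strong as hits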
Target sequence (P47898 whole entry, looked up): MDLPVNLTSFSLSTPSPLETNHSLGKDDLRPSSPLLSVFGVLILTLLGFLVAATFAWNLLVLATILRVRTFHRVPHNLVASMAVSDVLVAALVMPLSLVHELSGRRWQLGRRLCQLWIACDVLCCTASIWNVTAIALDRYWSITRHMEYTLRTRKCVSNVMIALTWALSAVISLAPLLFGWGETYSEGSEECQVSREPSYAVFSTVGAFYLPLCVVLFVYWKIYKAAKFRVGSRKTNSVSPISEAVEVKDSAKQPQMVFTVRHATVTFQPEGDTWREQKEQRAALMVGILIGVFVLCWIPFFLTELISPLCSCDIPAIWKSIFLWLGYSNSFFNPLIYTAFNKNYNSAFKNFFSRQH
Arrestin-AP2 inh: human beta-arrestin and AP2 interaction inhibition; inhibition, % at 10 µM; FITC-arrestin peptide / GST-AP2 beads, flow cytometry; AP2 beta2 appendage carries R879A mutation; AID 504490; hit rate 0.31% among 340,000;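 active = inhibition above a set limit, near 3 SD of compounds lacking own fluorescence, cut at about 54% in these data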;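 also: plate controls were DMSO wells for no effect and 5 µM unlabelled arrestin peptide for full effect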
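Test system: GST-tagged AP2 beta2-adaptin appendage (R879A) on 4 µm glutathione beads; also added: fluorescein-tagged arrestin peptide at 50 nM final; timing: 12 min plus 1 h, RT; signal: flow cytometry, FL1 (488/535 nm); read-out: percent drop in bead-associated FITC signal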
DAGLB inhibitor: diacylglycerol lipase beta (human) inhibition. Q8NCG7. inhibition, % at 5.17 µM. hit rate 0.059% among 340,000. HEK293T DAGLB membrane lysate, EnzChek fluorogenic substrate; in the data active = inhibition above about 34%;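 also: 0% = enzyme with vehicle and 100% = wells lacking enzyme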
Target sequence (Q8NCG7 whole entry, looked up): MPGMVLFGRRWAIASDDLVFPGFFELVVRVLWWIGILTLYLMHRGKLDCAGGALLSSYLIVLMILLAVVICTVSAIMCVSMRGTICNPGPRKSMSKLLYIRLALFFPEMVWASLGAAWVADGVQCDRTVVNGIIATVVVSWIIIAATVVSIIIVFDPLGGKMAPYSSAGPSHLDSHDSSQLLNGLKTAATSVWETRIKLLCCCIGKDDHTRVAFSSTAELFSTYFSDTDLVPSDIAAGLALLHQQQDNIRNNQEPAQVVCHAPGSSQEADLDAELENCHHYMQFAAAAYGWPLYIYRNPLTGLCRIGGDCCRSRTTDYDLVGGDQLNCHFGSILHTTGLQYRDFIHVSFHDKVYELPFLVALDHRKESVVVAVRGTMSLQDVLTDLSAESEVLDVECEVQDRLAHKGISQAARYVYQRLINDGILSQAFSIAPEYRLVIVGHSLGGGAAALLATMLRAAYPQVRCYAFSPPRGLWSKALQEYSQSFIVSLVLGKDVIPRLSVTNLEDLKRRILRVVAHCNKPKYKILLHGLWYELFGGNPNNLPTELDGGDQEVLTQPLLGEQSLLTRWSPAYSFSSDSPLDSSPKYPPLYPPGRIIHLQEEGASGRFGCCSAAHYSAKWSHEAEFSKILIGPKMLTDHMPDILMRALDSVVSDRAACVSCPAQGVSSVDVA
PKA-R1A act: PKA-R1A complex activation. P00514+P68181. PKA-R1A dissociation, Cy5-IP20 fluorescence polarization; scaled: DMSO 0%, 113 µM cGMP 100%. activation, % at 11.4 µM. hit rate 0.083% among 340,000. AID 504707;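 active = percent activation above the mean of all tested compounds plus 3 SD, cut at about 19% in these data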;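 also: higher means more PKAc released from R1A so a rise in polarization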
PKA-R2B activ: activators of human PKA-R2B complex | P22694+P31323 | PKA-R2B holoenzyme dissociation, Cy5-IP20 fluorescence polarization; R2B truncated from residue 108, S112A mutant; 0% DMSO only, 100% 113 µM cGMP | activation, % at 11.4 µM | hit rate 0.079% among 340,000;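 active = activation above a cutoff set at the mean over all compounds plus 3 SD, cut at about 18% in these data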;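 also: higher means more holoenzyme dissociation and a rise in polarization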
MOR-DOR inv ag: mu-delta opioid heterodimer inverse agonism. P35372+P41143. cell-based MOR-DOR heterodimer luminescence. inhibition, % at 9.3 µM. hit rate 0.21% among 340,000. AID 504357; in the data active = inhibition above about 22%, passing the limit was not always enough;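 also: 0% = cells with DMSO and 100% = wells without cells with DMSO; values of inactives mirror those of a sister screen read the other way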
V-ATPase pH: alters yeast V-ATPase proton transport | S. cerevisiae, pHLuorin cytosolic pH fluorescence | response, % at 10 µM | hit rate 0.37% among 350,000 | AID 504577; in the data active = response mostly above about 7.3%, no sharp cut-off; inactive = mostly below about 5.4%; also: actives read high; inactives centre near 0; some compounds called inactive have numbers as strong as hits; reference of the scale not given here
HTR5A ag ctr: counter-screen for OPRM1-OPRD1 agonists: human HTR5A agonism; HTR5A agonist assay, luminescence, cell-based; P47898; activation, % at 9.3 µM; hit rate 0.61% among 340,000; in the data active = activation mostly above about 9.5%, no sharp cut-off; inactive = mostly below about 7.6%;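 also: 0% = cells with vehicle only and 100% = reference agonist; strong numbers were not always called active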
Pemphigus Ab inh: inhibitors of pemphigus antibody binding to human desmoglein-3; hit rate 0.48% among 310,000; AID 588358; binding (percent of control), % at 10 µM; P32926; DSG3-coupled beads, scFv-anti-DSG3-GFP binding, flow cytometry; hits give low values;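 active = binding more than 3 SD below its plate's average and above zero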;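 also: hits lower antibody fragment binding to DSG3; some compounds called inactive have numbers as strong as hits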
MOR-DOR ag: OPRM1-OPRD1 heterodimerization agonism; hit rate 0.3% among 340,000; activation, % at 9.3 µM; AID 504326; cells, luminescence; in the data active = activation above about 18%;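 also: 0% = vehicle-treated cells and 100% = reference agonist; values of inactives mirror those of a sister screen read the other way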
* marks the source's active call; other numbers are inactive results.

Screening COc1ccc(C2/C=C\CN(C(=O)OCC3c4ccccc4-c4ccccc43)CC(=O)N2Cc2cccc(F)c2)cc1 (stereo not drawn) returned HTR5A inv ctr 1, Arrestin-AP2 inh 37, DAGLB inhibitor -7, PKA-R1A act 0, PKA-R2B activ 5, MOR-DOR inv ag 14, V-ATPase pH -3, HTR5A ag ctr 0, Pemphigus Ab inh 106 and MOR-DOR ag -2.8.
COC(=O)/C(=C\C(=O)c1ccccc1)Nc1ccc(OC)cc1 was read as HTR5A inv ctr -4, Arrestin-AP2 inh 0, DAGLB inhibitor 1, PKA-R1A act -5, PKA-R2B activ 4, MOR-DOR inv ag 8, V-ATPase pH 2, HTR5A ag ctr -3, Pemphigus Ab inh 110 and MOR-DOR ag -1.7.
For O=C(Nc1nnc(SCCC2OCCO2)s1)C1CC(=O)N(c2ccccc2)C1 (stereo not drawn) the results were HTR5A inv ctr 7, Arrestin-AP2 inh -4, DAGLB inhibitor 2, PKA-R1A act 8, PKA-R2B activ 7, MOR-DOR inv ag 1, V-ATPase pH 2, HTR5A ag ctr -3 and MOR-DOR ag -0.1.
For NS(=O)(=O)c1ccc(NC(=S)NCc2ccco2)cc1 the results were HTR5A inv ctr 7, Arrestin-AP2 inh 32, DAGLB inhibitor -3, PKA-R1A act -6, PKA-R2B activ -6, MOR-DOR inv ag 9, V-ATPase pH -1, HTR5A ag ctr -2, Pemphigus Ab inh 98 and MOR-DOR ag -1.7.
Screening COc1ccc(-c2cc(-c3cccs3)c(C#N)c(SCC(=O)NCc3ccccc3OC)n2)cc1 returned HTR5A inv ctr 4, Arrestin-AP2 inh 0, DAGLB inhibitor -2, PKA-R1A act 8, PKA-R2B activ 0, MOR-DOR inv ag 6, V-ATPase pH 1, HTR5A ag ctr 5, Pemphigus Ab inh 105 and MOR-DOR ag -1.1.
Screening Cc1ccc(-c2c(C(=O)O)c(C(=O)O)c3n2CSC3)cc1 returned HTR5A inv ctr -11, Arrestin-AP2 inh 38, DAGLB inhibitor 3, PKA-R1A act 8, PKA-R2B activ -9, MOR-DOR inv ag 5, V-ATPase pH -2, HTR5A ag ctr 3, Pemphigus Ab inh 105 and MOR-DOR ag -1.1.
For COc1cc(C2C(C#N)=C(N)N(c3cccnc3)C3=C2C(=O)CC(C)(C)C3)ccc1O (stereo not drawn) the results were HTR5A inv ctr 9, Arrestin-AP2 inh -3, DAGLB inhibitor 1, PKA-R1A act 1, PKA-R2B activ -7, MOR-DOR inv ag 8, V-ATPase pH 2, HTR5A ag ctr 1, Pemphigus Ab inh 110 and MOR-DOR ag -1.4.
Cc1ccsc1-c1nc(CSCC(=O)N2CCN(c3ccccc3)CC2)c(C)o1 was read as HTR5A inv ctr -15, Arrestin-AP2 inh -10, DAGLB inhibitor -5, PKA-R1A act 6, PKA-R2B activ -6, MOR-DOR inv ag -30, V-ATPase pH 3, HTR5A ag ctr 1, Pemphigus Ab inh 102 and MOR-DOR ag 5.2.
O=C(c1ccc(F)cc1)C1CCN(C(=O)c2c(F)cccc2F)CC1 was read as HTR5A inv ctr -9, Arrestin-AP2 inh -5, DAGLB inhibitor -3, PKA-R1A act 5, PKA-R2B activ 8, MOR-DOR inv ag 19, V-ATPase pH -3, HTR5A ag ctr 2, Pemphigus Ab inh 117 and MOR-DOR ag -3.7.
CCN(CC)C(=O)c1n[nH]c(=O)c2ccccc12 was read as HTR5A inv ctr -12, Arrestin-AP2 inh -5, DAGLB inhibitor 2, PKA-R1A act -4, PKA-R2B activ 10, MOR-DOR inv ag 8, V-ATPase pH -1, HTR5A ag ctr 0, Pemphigus Ab inh 99 and MOR-DOR ag -1.5.
`O/N=C1\CC/C(=N\O)c2nn(-c3ccccc3Cl)nc21` gave HTR5A inv ctr -7, Arrestin-AP2 inh 10, DAGLB inhibitor 0, PKA-R1A act 3, PKA-R2B activ -6, MOR-DOR inv ag 3, V-ATPase pH -3, HTR5A ag ctr 3, Pemphigus Ab inh 98 and MOR-DOR ag -0.5.
`COc1ccccc1CCc1nnc(CCC(=O)NCCCOc2cccnc2)o1` gave HTR5A inv ctr 7, Arrestin-AP2 inh 38, DAGLB inhibitor -3, PKA-R1A act 2, PKA-R2B activ -2, MOR-DOR inv ag 12, V-ATPase pH -2, HTR5A ag ctr -3, Pemphigus Ab inh 90 and MOR-DOR ag -2.4.
COCCn1c(SCC(=O)Nc2ccccc2)nc2c(oc3ccccc32)c1=O was read as HTR5A inv ctr -23, Arrestin-AP2 inh 17, DAGLB inhibitor 1, PKA-R1A act -3, PKA-R2B activ -6, MOR-DOR inv ag 9, V-ATPase pH 0, HTR5A ag ctr 3, Pemphigus Ab inh 106 and MOR-DOR ag -1.3.
Cn1ccsc1=NC(=O)c1ccc(S(C)(=O)=O)cc1 was read as HTR5A inv ctr 3, Arrestin-AP2 inh 9, DAGLB inhibitor 1, PKA-R1A act 0, PKA-R2B activ 2, MOR-DOR inv ag 7, V-ATPase pH 3, HTR5A ag ctr -1, Pemphigus Ab inh 97 and MOR-DOR ag -1.2.
For COc1cc2c(cc1OC)-c1cc(Nc3ccccc3C)nc(=O)n1CC2 the results were HTR5A inv ctr 0, Arrestin-AP2 inh -9, DAGLB inhibitor 1, PKA-R1A act 3, PKA-R2B activ 4, MOR-DOR inv ag -5, V-ATPase pH 1, HTR5A ag ctr 0, Pemphigus Ab inh 105 and MOR-DOR ag 1.0.
O=C1NC(CCc2ccccc2)C(=O)N1Cc1cccc2ccccc12 (stereo not drawn) was read as HTR5A inv ctr 3, Arrestin-AP2 inh 6, DAGLB inhibitor -5, PKA-R1A act -23, PKA-R2B activ 3, MOR-DOR inv ag -29, V-ATPase pH -1, HTR5A ag ctr -1, Pemphigus Ab inh 99 and MOR-DOR ag 4.8.
Screening CCN(CCN(C)C)C(=O)c1ccc2c(c1NCCO)C(=O)c1ccccc1C2=O returned HTR5A inv ctr 28, Arrestin-AP2 inh -2, DAGLB inhibitor 8, PKA-R1A act 5, PKA-R2B activ -2, MOR-DOR inv ag -18, V-ATPase pH -2, HTR5A ag ctr -2, Pemphigus Ab inh 107 and MOR-DOR ag 3.7.
Screening CSC1=N/C(=C\c2ccc(F)cc2)C(=O)S1 returned HTR5A inv ctr -9, Arrestin-AP2 inh -2, DAGLB inhibitor -2, PKA-R1A act 10, PKA-R2B activ 6, MOR-DOR inv ag -13, V-ATPase pH -3, HTR5A ag ctr 2, Pemphigus Ab inh 97 and MOR-DOR ag 2.7.
Screening Cc1ccc(C(=O)N2CC(C)CC(C)C2)cc1NC1=NC2CS(=O)(=O)CC2S1 (stereo not drawn) returned HTR5A inv ctr 15, Arrestin-AP2 inh -18, DAGLB inhibitor 0, PKA-R1A act 4, PKA-R2B activ -6, MOR-DOR inv ag 8, V-ATPase pH -1, HTR5A ag ctr 4, Pemphigus Ab inh 99 and MOR-DOR ag -1.4.
For COc1ccc(N(CC(=O)NCCC2=CCCCC2)S(=O)(=O)c2ccccc2)c(OC)c1 the results were HTR5A inv ctr -6, Arrestin-AP2 inh 1, DAGLB inhibitor 0, PKA-R1A act 0, PKA-R2B activ 5, MOR-DOR inv ag 1, V-ATPase pH 1, HTR5A ag ctr 3, Pemphigus Ab inh 105 and MOR-DOR ag -0.2.
O=C(c1ccc2c(c1)C(=O)N(c1ccc(Cl)cc1)C2=O)N1CCN(c2ccccn2)CC1 was read as HTR5A inv ctr 2, Arrestin-AP2 inh -32, DAGLB inhibitor 0, PKA-R1A act 0, PKA-R2B activ 0, MOR-DOR inv ag 2, V-ATPase pH -1, HTR5A ag ctr 0, Pemphigus Ab inh 97 and MOR-DOR ag -0.3.
For COCc1nn2c(N)c(-c3ccccc3)cnc2c1-c1ccccc1 the results were HTR5A inv ctr 7, Arrestin-AP2 inh 2, DAGLB inhibitor 0, PKA-R1A act -14, PKA-R2B activ -4, MOR-DOR inv ag 2, V-ATPase pH 1, HTR5A ag ctr 2, Pemphigus Ab inh 110 and MOR-DOR ag -0.5.
`Cc1cc(C)n2nc(SCC(=O)N(C)c3ccccc3)nc2n1` gave HTR5A inv ctr 11, Arrestin-AP2 inh -15, DAGLB inhibitor 0, PKA-R1A act -2, PKA-R2B activ -3, MOR-DOR inv ag 2, V-ATPase pH -1, HTR5A ag ctr -1, Pemphigus Ab inh 96 and MOR-DOR ag -0.4.
Screening COc1cc(C(=O)OC(C)CN2CCCC2)cc(OC)c1OC (stereo not drawn) returned HTR5A inv ctr 11, Arrestin-AP2 inh 2, DAGLB inhibitor -3, PKA-R1A act -4, PKA-R2B activ 1, MOR-DOR inv ag 8, V-ATPase pH 2, HTR5A ag ctr 5, Pemphigus Ab inh 104 and MOR-DOR ag -1.5.
CSc1ccc(/C=C/C(=O)OCC(=O)NC2CCCC2)cc1 was read as DAGLB inhibitor 0, PKA-R1A act 1, PKA-R2B activ -5, V-ATPase pH -1 and Pemphigus Ab inh 108.
For O=C(O)c1cccc(NC2=Nc3cccc4cccc2c34)c1 the results were HTR5A inv ctr -5, Arrestin-AP2 inh 4, DAGLB inhibitor -1, PKA-R1A act -3, PKA-R2B activ -15, MOR-DOR inv ag 18, V-ATPase pH 4, HTR5A ag ctr -1, Pemphigus Ab inh 94 and MOR-DOR ag -3.5.
Screening C=CCNc1nc2c(c(=O)n(C)c(=O)n2C)n1CCCCCC returned HTR5A inv ctr -34, Arrestin-AP2 inh -9, DAGLB inhibitor 2, PKA-R1A act -6, PKA-R2B activ -5, MOR-DOR inv ag -6, V-ATPase pH -3, HTR5A ag ctr 2, Pemphigus Ab inh 109 and MOR-DOR ag 1.2.
For CCOC(=O)C1=CN(CC)S(=O)(=O)NC1CC (stereo not drawn) the results were HTR5A inv ctr -5, Arrestin-AP2 inh 49, DAGLB inhibitor -2, PKA-R1A act 1, PKA-R2B activ 3, MOR-DOR inv ag 10, V-ATPase pH -2, HTR5A ag ctr 1, Pemphigus Ab inh 103 and MOR-DOR ag -2.0.
Screening O=C(Cn1c2ccc(F)cc2c2nc3n(c(=O)c21)CCS3)NC1CCCC1 returned HTR5A inv ctr -17, Arrestin-AP2 inh 3, DAGLB inhibitor 3, PKA-R1A act -1, PKA-R2B activ 1, MOR-DOR inv ag -6, V-ATPase pH 3, HTR5A ag ctr 0, Pemphigus Ab inh 98 and MOR-DOR ag 0.8.
CC(=O)c1cccc(NC(=O)c2cc(S(=O)(=O)N3CCCCC3)ccc2N2CCOCC2)c1 was read as DAGLB inhibitor -2, PKA-R1A act -1, PKA-R2B activ 7, V-ATPase pH -1 and Pemphigus Ab inh 109.
Screening CCC(NC(=O)c1cc(COc2c(F)cccc2F)on1)c1ccncc1 (stereo not drawn) returned HTR5A inv ctr -9, Arrestin-AP2 inh 18, DAGLB inhibitor 0, PKA-R1A act -5, PKA-R2B activ -1, MOR-DOR inv ag -5, V-ATPase pH 1, HTR5A ag ctr 6 and MOR-DOR ag 1.0.
For O=C(NCc1ccccc1)C1CCN(S(=O)(=O)c2cc([N+](=O)[O-])ccc2Cl)CC1 the results were HTR5A inv ctr 8, Arrestin-AP2 inh 2, DAGLB inhibitor -1, PKA-R1A act 2, PKA-R2B activ -1, MOR-DOR inv ag -75, V-ATPase pH 4, HTR5A ag ctr 4, Pemphigus Ab inh 105 and MOR-DOR ag 11.
